Source: PubChem BioAssay
Tn6 DDE FP: inhibitors of Tn6 peptide binding to human fibrin DD(E); P02675; Fibrin DD(E) TRITC-Tn6 fluorescence polarization displacement; inhibition, % at 8.3 µM; 0.21% of 370,000 active;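 active means inhibition above a per-campaign cutoff: mean of compounds within control limits plus 3 SD, cut at about 15% in these data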;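 further: 0% = median of all compound wells on the plate and 100% = blocking peptide control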
TDP2 absorb: TDP2 (human) inhibition, absorbance primary screen | O95551 | AID 720702 | inhibition, % at 12.8 µM | 0.34% of 370,000 active | recombinant TDP2, T5PNP hydrolysis, p-nitrophenol absorbance 415 nm;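 active means inhibition above the mean of all tested compounds plus 3 SD, set per campaign, cut at about 25% in these data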;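 further: 0% = DMSO with enzyme and 100% = buffer with substrate but no TDP2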
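Evaluation: % inhibition relative to enzyme-containing and enzyme-free wells. Material: recombinant human TDP2. Benchmarks: enzyme-free and DMSO wells. Timing: enzyme reaction with compound for 2 h at 37 °C. Compound dosing: 12.8 µM only. Measured by: p-Nitrophenol epi absorbance. Reagent: T5PNP substrate at 5 mM, a TopII-DNA adduct mimic. Replication: single well per compound.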
proKLK7 act: activators of human kallikrein-7 zymogen. P49862. purified proKLK7, EDANS-DABCYL substrate fluorescence; 100% is mature enzyme control, 0% vehicle. activation, % at 7 µM. 0.9% of 370,000 active;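 active means activation above the mean of all tested compounds plus 3 SD, computed per campaign excluding outliers beyond control limits, cut at about 13% in these data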
Target sequence (P49862 whole entry, looked up): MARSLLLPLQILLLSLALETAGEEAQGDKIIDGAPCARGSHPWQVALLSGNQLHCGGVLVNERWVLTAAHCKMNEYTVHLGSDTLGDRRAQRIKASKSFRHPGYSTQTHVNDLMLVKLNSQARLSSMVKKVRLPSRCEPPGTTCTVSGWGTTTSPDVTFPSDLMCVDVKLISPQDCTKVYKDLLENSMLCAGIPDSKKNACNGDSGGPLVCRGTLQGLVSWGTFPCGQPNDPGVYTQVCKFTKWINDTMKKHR
ADAM10 inh: inhibitors of human ADAM10; AID 720582; O14672; inhibition, % at 7 µM; recombinant ADAM10, EDANS/DABCYL FRET peptide cleavage, 3 h; 0.62% of 370,000 active;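 active means inhibition above a per-campaign cutoff equal to the mean of compounds falling between control-based bounds plus 3 SD, cut at about 20% in these data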;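 further: 0% = DMSO wells while the 100% control is not disclosed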
Target sequence (O14672 214-748 limits assumed): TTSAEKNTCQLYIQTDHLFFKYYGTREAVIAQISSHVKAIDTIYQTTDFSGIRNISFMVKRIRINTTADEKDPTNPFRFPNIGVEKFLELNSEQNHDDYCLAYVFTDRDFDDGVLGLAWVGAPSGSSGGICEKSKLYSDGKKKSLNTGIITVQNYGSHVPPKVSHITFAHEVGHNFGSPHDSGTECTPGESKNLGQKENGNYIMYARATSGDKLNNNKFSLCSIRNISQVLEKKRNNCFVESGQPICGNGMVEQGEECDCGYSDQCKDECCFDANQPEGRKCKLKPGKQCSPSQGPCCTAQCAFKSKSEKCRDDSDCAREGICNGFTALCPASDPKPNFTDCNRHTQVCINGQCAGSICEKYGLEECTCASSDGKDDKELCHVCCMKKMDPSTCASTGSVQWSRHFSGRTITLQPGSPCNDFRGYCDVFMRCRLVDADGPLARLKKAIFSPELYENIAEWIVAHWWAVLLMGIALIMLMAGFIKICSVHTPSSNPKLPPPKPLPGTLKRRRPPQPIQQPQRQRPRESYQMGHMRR
PLC-gamma1 inh: inhibitors of human phospholipase C gamma1. purified PLC-gamma1, fluorogenic substrate, fluorescence. 0.84% of 370,000 active. inhibition, % at 12.2 µM; in the data active means inhibition above about 9.5%
ADAM17 inh: inhibits human ADAM17; P78536; recombinant ADAM17, EDANS/DABCYL FRET peptide cleavage; inhibition, % at 6.95 µM; 0.83% of 370,000 active; AID 720648;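 active means inhibition above the mean of compounds lying between control limits plus 3 SD, set per campaign, cut at about 8.5% in these data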;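 further: 0% = DMSO-only wells as the low control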
LEDGF integ inh: blocks HIV-1 LEDGF/p75-dependent DNA integration | TR-FRET IN-LEDGF/p75 DNA integration, Eu/Cy5 | inhibition, % at 3.7 µM | 0.64% of 370,000 active | AID 743269;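 active means inhibition above the screen-wide mean plus 3 SD, cut at about 13% in these data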;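 further: signal is the Cy5 over europium emission ratio at 671 and 618 nm; 0% = plate median of compound wells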
Tn7 DDE FP: disrupts Tn7 cyclic peptide binding to fibrin D-Dimer-E complex. AID 720508. 0.13% of 370,000 active. inhibition, % at 8.3 µM. FP displacement of FITC-Tn7 peptide from fibrin DD(E); 0% = median of compound wells per plate;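 active means inhibition above the mean of compounds falling within the control limits plus 3 SD of them, cut at about 14% in these data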;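 further: 0% = plate median of compound wells and 100% = 10 µM Aha-Tn7 peptide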
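Assay system: human fibrin DD(E). Input: DD(E) 2 µM final. Medium: Tris buffer with calcium and detergent, pH 7.8. Compound dosing: single point at 8.3 µM. Timing: 10 min plus 3 h, room temperature. Technique: fluorescence polarization of the labelled Tn7 tracer. Read-out: percent inhibition. Replicates: singlicate testing.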
ASAP1 GAP inh: ASAP1 ArfGAP inhibition; Q9ULH1; ASAP1-stimulated ARF1 GTP hydrolysis, GDP FP detection; inhibition, % at 16.5 µM; 0.19% of 360,000 active; in the data active means inhibition above about 25%;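 further: 0% = vehicle with enzyme and substrate and 100% = no enzyme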
ARFGAP1 inhibitor: inhibits rat ARF GTPase activating protein 1 | Q62848 | Arfgap1-stimulated ARF1 GTP hydrolysis, GDP FP detection | inhibition, % at 16.5 µM | 0.26% of 360,000 active;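 active means inhibition above a per-plate limit, mean inhibition of low control wells plus 3 SD, cut at about 25% in these data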;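 further: 0% = DMSO wells with enzyme and 100% = wells lacking Arfgap1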
Target sequence (Q62848 1-136 limits assumed): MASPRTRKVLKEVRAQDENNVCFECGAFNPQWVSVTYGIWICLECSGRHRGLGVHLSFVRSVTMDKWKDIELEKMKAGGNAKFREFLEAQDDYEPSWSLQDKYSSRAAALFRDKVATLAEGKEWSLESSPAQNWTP
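Replicates: Single well per compound | Assay system: Truncated rat Arfgap1 GAP domain | Control set: No-Arfgap1 wells (100%) versus DMSO full-reaction wells (0%) | Times: Enzyme reaction 120 min at 25 °C after 20 min preincubation | Reagent: Human ARF1(Δ1-17)-GTP substrate | Measured by: Tracer-displacement fluorescence polarization with EDTA stop, 620/688 nm | Measure: Percent inhibition of Arfgap1-stimulated GTP hydrolysis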
An asterisk follows results filed as active; · = no result given; & = joins results of further samples.

SMILES	Tn6 DDE FP	TDP2 absorb	proKLK7 act	ADAM10 inh	PLC-gamma1 inh	ADAM17 inh	LEDGF integ inh	Tn7 DDE FP	ASAP1 GAP inh	ARFGAP1 inhibitor
O=C(CCCN1C(=O)c2cccnc2C1=O)Nc1ccc(F)cc1Cl	2	-5	0.8	7	1	-1	2	-2	-8	0
Cc1ccc(NC(=O)C2CCN(c3nnc(-n4cccc4)s3)CC2)c(C)c1	-5	2	0.0	4	3	1	1	6	·	·
C[C@@H](NS(=O)(=O)c1c(F)cccc1F)c1ccccc1	-8	4	0.3	-15	3	-2	-5	4	8	-16
COc1ccc(/C=C/C(=O)N(C)C2CCS(=O)(=O)C2)cc1OC (configuration not stated)	-11	11	0.3	-74	-19	-17	1	7	1	14
Cc1cc(C)n(-c2cc(C(C)(C)C)nc3c(-c4ccccc4)cnn23)n1	3	-11	-0.6	6	-25	1	-5	7	-3	1
O=C1c2ccccc2NC2(CCCCC2)N1c1ccc(O)cc1	8	-14	3.0	-45	-11	-14	0	7	-12	2
CC(=O)CC[C@@H]1CC[C@]2(CCCN(C(=O)C3CCCC3)C2)O1	3	-3	-0.5	-5	-1	-3	-2	-7	·	·
CCCCc1ccccc1NC(=S)NC1CCCC1	-5	2	-0.3	1	0	-2	0	4	0	4
COc1ccc(C)cc1S(=O)(=O)N(C)CC(=O)Nc1ccccc1	2	10	0.3	-2	0	-4	-2	-4	-6	14
COc1ccc(/C=C2\N=C(SC)NC2=O)cc1	4	-12	0.8	0	1	2	0	4	0	9
O=C(NCc1ccc2c(c1)OCO2)c1ccc(COc2cc(Cl)ccc2Cl)o1	-1	6	0.6	16	4	8	-2	-1	11	8
COc1ccccc1CCC(=O)OCC(=O)Nc1ccc2[nH]c(=O)[nH]c2c1	-2	2	-0.7	-13	1	2	2	1	-2	0
CCC[C@H]1[C@@H](OC(=O)NCc2ccc(OC)cc2)CC[C@@]23CCCN2C(=O)CCC[C@@H]13	1	-1	·	3	2	1	5	-2	·	·
C[C@@H]1CN([C@@H](C)CO)C(=O)CCCn2nncc2CO[C@@H]1CN(C)S(=O)(=O)c1ccc(Oc2ccccc2)cc1	8	2	-0.4	-2	0	-2	0	-2	2	-2
COc1cccc(CC(=O)Nc2ccc3c(c2)CCC3)c1	1	-16	-0.2	-8	-1	1	-3	3	-6	1
CC1(C)Cc2ccccc2/C(=C/C(=O)N2CCCCCC2)N1	5	5	1.0	-4	-3	-3	-3	7	7	2
CC1CCCCN1c1nc2nonc2nc1N1CCCCC1C (configuration not stated)	-2	-11	0.2	-9	2	1	-4	-4	7	9
COC(C[C@H](O)C[C@@H](O)[C@H](C)OCc1ccccc1)OC	-5	8	0.1	-10	-3	-5	1	6	-16	4
O=C(COC(=O)c1ccc(S(=O)(=O)Nc2ccccc2)cc1)NCc1ccco1	-2	13	-0.6	-3	3	-3	-1	-2	-1	15
COc1ccc(CNC(=O)C[C@H]2C[C@H](C(=O)N(C(C)C)C(C)C)[C@@]3(C)c4[nH]c5cc(-c6ccco6)ccc5c4CCN3C2=O)cc1OC	3	-16	13*	-296	-470	-83	5	-2	2	8

Quoted from the listing.
`COc1ccc(CNC(=O)C[C@H]2C[C@H](C(=O)N(C(C)C)C(C)C)[C@@]3(C)c4[nH]c5cc(-c6ccco6)ccc5c4CCN3C2=O)cc1OC` @ Tn6 DDE FP = 3
`CCC[C@H]1[C@@H](OC(=O)NCc2ccc(OC)cc2)CC[C@@]23CCCN2C(=O)CCC[C@@H]13` @ LEDGF integ inh = 5

Structures above that bear a hit mark in proKLK7 act.
SMILES	Tn6 DDE FP	TDP2 absorb	proKLK7 act	ADAM10 inh	PLC-gamma1 inh	ADAM17 inh	LEDGF integ inh	Tn7 DDE FP	ASAP1 GAP inh	ARFGAP1 inhibitor
COc1ccc(CNC(=O)C[C@H]2C[C@H](C(=O)N(C(C)C)C(C)C)[C@@]3(C)c4[nH]c5cc(-c6ccco6)ccc5c4CCN3C2=O)cc1OC	3	-16	13*	-296	-470	-83	5	-2	2	8

Following part.
SMILES	Tn6 DDE FP	TDP2 absorb	proKLK7 act	ADAM10 inh	PLC-gamma1 inh	ADAM17 inh	LEDGF integ inh	Tn7 DDE FP	ASAP1 GAP inh	ARFGAP1 inhibitor
O=c1[nH]c2ccccc2c(O)c1Cc1ccccc1	9	-1	2.1	-17	-7	-6	6	1	8	8
O=C1C=C(Nc2ccccc2)CC(c2ccccc2)C1 (configuration not stated)	4	-2	0.1	-20	-23	-14	-1	3	-7	0
CCOC(=O)C1=C(CCc2ccccc2)NC(=O)NC1c1ccc2ccccc2c1 (configuration not stated)	5	-5	-0.2	-6	-7	-1	-1	3	-9	1
N#CC(C#N)=C1CCc2ccccc2N1	-3	-13	-0.3	3	1	3	0	-6	-5	3
CC(C)Oc1ccc(C(CC(=O)O)Cc2ccccc2)cc1 (configuration not stated)	4	14	-0.5	4	1	-1	-1	9	-11	1
Cc1c(O)cccc1C(=O)N[C@@H](CSc1ccccc1)[C@H](O)CN1C[C@H]2CCCC[C@H]2C[C@H]1C(=O)NC(C)(C)C	-5&-3	1&-10	0.3&0.1	11&3	3&3	3&-1	2&-4	-5&3	7&10	2&-3
CCC1COC(c2cccn2Cc2ccccc2Cl)=N1 (configuration not stated)	-3	8	-0.1	-2	-1	-1	-3	4	-7	-11
O=C(/C=C/c1cccc([N+](=O)[O-])c1)NCCN1C(=O)S/C(=C\c2ccc(F)cc2)C1=O	6	-21	-0.5	4	3	4	-2	-3	13	0
O=C(NCc1ccc(F)cc1)C1CCC(=O)N1CCc1ccccc1 (configuration not stated)	9	-1	-0.6	-10	2	0	3	-3	-5	18
Cc1noc(C)c1C(=O)Nc1ccc2ccccc2c1	3	-7	0.1	-3	-5	-1	0	0	-1	3
COc1ccccc1-n1cnnc1SCC(=O)NC1CCCC1	3	-5	-0.1	-9	1	0	4	2	-3	-6
Cc1ccc(C)c(-c2nnc(NC(=O)CCS(=O)(=O)c3ccc(F)cc3)o2)c1	11	15	-0.5	-2	0	-3	-1	6	-7	0
Cc1cc(NC(=O)Cc2cc(F)cc(F)c2)no1	-7	10	0.2	-6	0	-2	-4	-3	-4	15
COc1ccc(CNC(=O)COC(=O)/C=C/c2cccc(Br)c2)cc1	-5	3	-0.3	5	0	0	3	-1	-2	-14
NS(=O)(=O)c1ccc2nc(NC(=O)c3ccc4c(c3)OCCO4)sc2c1	1	19	0.4	-5	-4	-4	-1	3	-6	-13
Cc1onc(-c2c(F)cccc2Cl)c1C(=O)OCC(=O)c1c[nH]c2ccccc12	-7	5	0.4	16	-5	6	2	-3	11	18
Cc1c(NC(=O)Nc2ccc(F)cc2)c(=O)n(-c2ccccc2)n1C	-4	22	0.3	-11	1	-4	-5	0	-5	-1
CC(Sc1ccccn1)C(=O)NC1CCCC1 (configuration not stated)	12	13	-0.2	-8	-6	-4	1	6	8	5
COC(=O)c1sc(-c2ccccc2)cc1NC(C)=O	0	-12	-0.2	-11	2	-5	2	-6	3	8
Cc1ccc(-c2nc(CSCC(=O)NCC3CCCO3)c(C)o2)cc1 (configuration not stated)	-1	-6	-0.3	2	1	1	-2	-6	-14	8

The closing 3 compounds of the section above lead into the next.
SMILES	Tn6 DDE FP	TDP2 absorb	proKLK7 act	ADAM10 inh	PLC-gamma1 inh	ADAM17 inh	LEDGF integ inh	Tn7 DDE FP	ASAP1 GAP inh	ARFGAP1 inhibitor
CC(Sc1ccccn1)C(=O)NC1CCCC1 (configuration not stated)	12	13	-0.2	-8	-6	-4	1	6	8	5
COC(=O)c1sc(-c2ccccc2)cc1NC(C)=O	0	-12	-0.2	-11	2	-5	2	-6	3	8
Cc1ccc(-c2nc(CSCC(=O)NCC3CCCO3)c(C)o2)cc1 (configuration not stated)	-1	-6	-0.3	2	1	1	-2	-6	-14	8
CCc1ccc(C(=O)NNc2ccc(C)c(Cl)c2)cc1	-8	-5	-0.2	-5	-1	-1	-1	3	-1	-4
CC(C)CN(Cc1c(O)ccc2c(=O)c(-c3ccccc3)coc12)CC(C)C	5	9	4.0	-93	-101	-40	3	1	8	15
COc1ccc(N2CC(C(=O)N/N=C/c3ccc([N+](=O)[O-])cc3)CC2=O)cc1 (configuration not stated)	7	4	0.7	-3	2	3	0	2	-14	2
O=C(NNS(=O)(=O)c1ccc([N+](=O)[O-])cc1)c1ccc2ccccc2c1O	6	10	0.4	-14	-50	-3	2	1	-9	10
COC(=O)CSc1n[nH]c(-c2cccnc2)n1	-8	0	-0.4	3	-1	1	1	1	8	6
COc1cccc(OC)c1C(=O)NC(=S)Nc1ccc2oc(-c3ccncc3)nc2c1	1	6	0.2	4	-1	-1	7	-5	1	3
O=C(NCc1ccco1)c1cccc(F)c1	2	7	0.3	-5	10*	-4	3	-2	0	10
CCC(C(=O)Nc1ccccc1Cl)n1nc(C)c2c(C)n(-c3ccccc3)nc2c1=O (configuration not stated)	-10	-12	0.0	3	5	1	1	-3	-3	6
Cn1c(SCc2ccccc2)nnc1-c1cnccn1	0	6	-0.2	6	1	-3	-5	-1	7	-6
O=C1C=C(c2ccccc2)C[C@@H](c2ccc3c(c2)OCO3)C1	7	5	-0.2	-1	-4	-1	-1	6	10	2
CCOc1ccc(NC(=O)C(C)C(Cc2ccc(C)cc2)C(=O)O)cc1 (configuration not stated)	5	-4	0.1	1	-2	-5	-4	5	-9	9
Cc1c(NC(=O)c2cc(-c3ccc4c(c3)OCO4)on2)c(=O)n(-c2ccccc2)n1C	6	-18	1.1	4	8	5	8	-2	6	-6
COCCCNC(=O)C[C@@H]1C[C@@]2(C(=O)OC)CCCCC=C2N(Cc2ccc3c(c2)OCO3)C1=O	-10	6	0.5	-3	2	-2	2	-9	1	3

Compounds were not picked by outcome. Share with any hit: about 4.2%.
